uPA surface inh: qHTS for Inhibitors of Cell Surface uPA Generation | cell surface uPA generation assay, qHTS | Potency, µM (titrated, usually from 38.3 µM), without a hit: top-dose activity change, negative = inhibition, hits mostly inhibitors | 330,000 tested, 0.31% active; active = well fitted inhibition curve with a large enough effect; inconclusive = small, poorly fitted or top-dose-only effect; inactive = no such curve, though single readings can be large or run the other way; tested in mouse RAW 264.7 cells; note: potency is the fitted concentration of half-maximal effect; nearly all actives have a fitted effect of over 55% in size
GALK inh: qHTS Assay for Inhibitors of Human Galactokinase (GALK) | P51570 | Purified GALK, Kinase-Glo residual ATP luminescence | Potency, µM (series often up to 57.5 µM), inactives show at the highest dose activity change, negative = inhibition, usual class: inhibitors | 270,000 tested, 0.007% active; note: potency is the fitted concentration of half-maximal effect
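The enzyme phosphorylates galactose (100 uM) using ATP (35 uM); inhibition is detected as higher residual ATP, quantified by bioluminescence after 1 h reaction at room temperature, pH 8.0.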
FBPA coupling cs: qHTS Assay for Inhibitors of Fructose-1,6-bisphosphate Aldolase from Giardia Lamblia: Coupling assay counterscreen | coupling enzyme system counterscreen, AmpLite Red fluorescence | activity change, negative = inhibition, % at 58.2 µM, hits read low | 290,000 tested, 0.67% active | AID 2472, 2010; in the data active = activity change below about -30%
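Counterscreen lacking aldolase: glyceraldehyde-3-phosphate coupling-enzyme reagent preincubated 10 min at RT with compound (at 57.5 uM final), then substrate/coupling system with AmpLite Red added; fluorescence read at 525/598 nm after 20 min RT.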
Chronic BCR inh: qHTS Assay to Find Inhibitors of Chronic Active B-Cell Receptor Signaling | ABC-DLBCL IkBa-CBG/CBR reporter, luminescence ratio, 4 h | Potency, µM (highest dose often 46.1 µM), inactives show top-dose ratio change, negative = lower green/red ratio, usual class: inhibitors | 340,000 tested, 0.05% active | AID 493014, 2011; active = well fitted inhibition curve with a large enough effect in the signal ratio, with a control signal flat, not every such curve was filed as active; inconclusive = small, poorly fitted or top-dose-only effect, or effect the other way, or a change in a side signal; the % refers to the signal ratio;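 note: potency is the fitted concentration of half-maximal effect; plate controls were basal doxycycline-induced cells for no effect and cells given 10 µM MG132 for full effect; MG132 reads +100%, hits lower the ratio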
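Compounds up to 46 uM were incubated four hours with TMD8 cells whose green CBG68 luciferase is fused to IkappaBalpha; red CBR luminescence normalised the signal, and concentration-effect curves were fitted to fusion, red and ratio data.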
Eya2 inh: qHTS Assay for Inhibitors of the Phosphatase Activity of Eya2. Protein phosphatase EYA2 (Homo sapiens), O00167. recombinant Eya2, OMFP fluorescence dephosphorylation (OMFP is methylfluorescein phosphate). Potency, µM (doses to about 76.9 µM), for inactives: top-dose activity, negative = inhibition, hits mostly inhibitors. 330,000 tested, 0.006% active. AID 488837, 2010; note: potency is the fitted concentration of half-maximal effect
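Eya2 protein (added as 0.2 uM solution) was preincubated with compound for 10 min at ambient temperature in 50 mM HEPES pH 7.5, 50 mM NaCl, 5 uM MgCl2, 0.05% BSA, 1 mM DTT. OMFP (added at 50 uM) then reacted 10 min; fluorescence read at 485/525 nm.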
USP2a inh: qHTS Assay for Inhibitors of Ubiquitin-specific Protease USP2a Using CHOP2 as the Reporter; Ubiquitin carboxyl-terminal hydrolase 2 (Homo sapiens), O75604; USP2 core, Ub-CHOP2 coupled fluorogenic reporter, 485/531; Potency, µM (series often up to 38.3 µM), for inactives: at the highest dose activity change, negative = inhibition, usual class: inhibitors; 330,000 tested, 0.01% active;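 note: potency is the fitted concentration of half-maximal effect; plate controls were DMSO wells for no effect and full inhibition by NEM control for full effect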
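Cell-free coupled assay: 10nM USP2 core preincubated 30min RT with compound in Tris-HCl pH 8.0/CaCl2/CHAPS buffer, then 25nM Ub-CHOP2 and 25nM reporter substrate; fluorescence (Ex 485/Em 531) read after 60min RT, normalized to NEM inhibition, concentration-response curves fitted.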
B2AR arrestin: qHTS assay of beta-arrestin-biased ligands of beta2-adrenergic receptor | beta-arrestin recruitment to beta2AR, cell-based reporter | Potency, µM (top dose mostly 46.1 µM), inactives show top-dose activation, hits mostly activators | 330,000 tested, 0.02% active | AID 492947, 2010;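 note: potency is the fitted concentration of half-maximal effect; 0% = DMSO controls and full agonism = EC100 isoproterenol or metaproterenol; nearly all actives have a fitted effect of over 65% in size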
KCNH2 3.1 block: qHTS for Inhibitors of KCHN2 3.1: Mutant qHTS | Potassium voltage-gated channel subfamily H member 2, brain isoform KCNH2 3.1 (human) | U2OS KCNH2 3.1, thallium flux FluxOr; stronger effect = lower value | activity change, % (tested at about 1.8 µM) | 340,000 tested, 0.95% active | AID 720553, 2013;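 active = maximum activity change below -70%; inconclusive = maximum activity change from -70% to -50%; inactive = maximum activity change above -50%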;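 note: thallium influx rate constant from kinetic fluorescence after stimulation buffer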
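Channel expression came from 3.1 mutant virus (1.77 x 10^8 /mL) applied to suspended U2OS cells for 4 h. Flux was tracked with FluxOr dye plus Red40 quencher, and kinetic rate constants normalized to controls.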
hERG WT inh: qHTS for Inhibitors of KCHN2 3.1: Wildtype qHTS; Voltage-gated inwardly rectifying potassium channel KCNH2 (Homo sapiens), Q12809; U2OS, BacMam KCNH2, thallium flux FluxOr; stronger effect = lower value; activity change, % at 1.84 µM; 340,000 tested, 0.37% active;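 active = maximum activity change below -70%; inconclusive = maximum activity change between -70% and -50%; inactive = maximum activity change above -50%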
Target sequence (Q12809 whole entry, looked up): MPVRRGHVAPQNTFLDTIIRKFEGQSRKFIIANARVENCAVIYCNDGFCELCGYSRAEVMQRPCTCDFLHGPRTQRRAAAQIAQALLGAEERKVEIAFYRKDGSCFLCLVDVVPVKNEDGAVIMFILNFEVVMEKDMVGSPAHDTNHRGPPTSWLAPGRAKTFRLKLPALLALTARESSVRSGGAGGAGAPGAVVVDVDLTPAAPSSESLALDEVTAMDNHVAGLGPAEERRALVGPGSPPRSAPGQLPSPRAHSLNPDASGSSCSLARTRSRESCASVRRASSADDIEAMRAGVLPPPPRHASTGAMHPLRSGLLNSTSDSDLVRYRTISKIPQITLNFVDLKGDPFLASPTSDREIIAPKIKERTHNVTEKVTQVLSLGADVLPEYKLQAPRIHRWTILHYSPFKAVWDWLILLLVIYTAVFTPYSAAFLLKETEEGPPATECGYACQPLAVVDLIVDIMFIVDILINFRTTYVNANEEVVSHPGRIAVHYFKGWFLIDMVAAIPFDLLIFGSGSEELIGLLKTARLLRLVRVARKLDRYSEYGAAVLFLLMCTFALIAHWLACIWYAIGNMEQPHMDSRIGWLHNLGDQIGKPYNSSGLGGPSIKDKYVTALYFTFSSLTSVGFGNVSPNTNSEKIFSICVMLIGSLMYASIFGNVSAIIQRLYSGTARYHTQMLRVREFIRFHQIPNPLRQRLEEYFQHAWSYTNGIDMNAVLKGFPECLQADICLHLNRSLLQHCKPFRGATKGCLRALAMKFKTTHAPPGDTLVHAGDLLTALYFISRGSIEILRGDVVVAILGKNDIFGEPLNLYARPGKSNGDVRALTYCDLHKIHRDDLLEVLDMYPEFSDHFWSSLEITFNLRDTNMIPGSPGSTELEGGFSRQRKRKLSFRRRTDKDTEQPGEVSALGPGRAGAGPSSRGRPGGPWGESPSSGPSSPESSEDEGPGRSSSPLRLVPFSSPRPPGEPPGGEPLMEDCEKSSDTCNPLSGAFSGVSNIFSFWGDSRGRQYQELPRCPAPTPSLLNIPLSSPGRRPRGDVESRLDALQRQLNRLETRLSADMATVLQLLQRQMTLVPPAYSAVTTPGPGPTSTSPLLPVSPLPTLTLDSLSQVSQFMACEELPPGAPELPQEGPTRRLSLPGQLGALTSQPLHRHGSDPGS
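U2OS cells transduced with wild-type KCNH2 virus are loaded with FluxOr dye for 45 min, and thallium flux is measured in kinetic reads before and after stimulation buffer. Rate constants are normalized to DMSO controls.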
Giardia kill: Small Molecules that selectively kill Giardia lamblia: qHTS; Giardia lamblia trophozoite viability; activity change, % at 7.66 µM, hits read low; 340,000 tested, 0.15% active; in the data active = activity change below about -80%; inconclusive = between about -30% and that limit;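 note: parasites exposed to compound for two days anaerobically before the ATP read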
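Compounds were tested on trophozoites seeded at 100 cells/well and held 48 hrs at 37 deg C anaerobically. An ATP-based luminescent kit measured the remaining live cells.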
PKM2 activator: qHTS Assay for Activators of Human Muscle isoform 2 Pyruvate Kinase; Pyruvate kinase PKM (Homo sapiens), P14618; purified PKM2, Kinase-Glo ATP luminescence, activation; response scale: 0% is enzyme alone, no compound; Potency, µM (highest dose often 57.5 µM), inactives show top-dose activation, actives largely listed as activators; 260,000 tested, 0.34% active; note: potency is the fitted concentration of half-maximal effect; nearly all actives have a fitted effect of over 55% in size
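Purified hPK-M2 (>95%) run at intermediate activity with 0.1 mM ADP and 0.5 mM PEP in 50 mM imidazole pH 7.2, KCl, MgCl2; 1 h room temperature. ATP formed read by Kinase-Glo luminescence; normalized to uninhibited and no-enzyme controls.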
The depositor's hits bear a star; ? = inconclusive; . = no result given; [ ] = dose if it differs, or a comment. Unless noted, calls come from the whole dose curve; as a rule, active = well fitted curve in the direction sought with a large enough effect; inconclusive = small, poorly fitted or top-dose-only effect, or another doubt; inactive = no such curve, though single readings can be large; an effect the other way counts as inactive or inconclusive. Unless noted, % is set by controls: 0 for no effect and ±100 for the full control effect.

SMILES	uPA surface inh	GALK inh	FBPA coupling cs	Chronic BCR inh	Eya2 inh	USP2a inh	B2AR arrestin	KCNH2 3.1 block	hERG WT inh	Giardia kill	PKM2 activator
CC(C)(C)OC(=O)CNC(=O)c1nc[nH]c1C(=O)NCc1ccc(CNC(=O)OC(C)(C)C)cc1	-28.4%	.	-3.0	0.1%	2.2%	5.3%	-1.2%	-16.3	-1.6	-1.8	-1.3%
Cc1ccc(CONC(=O)c2ccc([N+](=O)[O-])cc2)cc1	10.4%	.	.	-3.7%	3.3%	0.7%	-0.1%	-8.1	-2.8	-14.5	.
O=C(COc1ccc([N+](=O)[O-])cc1)NNC(=O)c1cccs1	1.9%	-2.0%	-0.1	?	-14.5%	-6.6%	-1.4%	4.3	5.3	-23.0	4.5%
C/C(=N\NC(=O)CNC(=O)c1cccc(F)c1)c1ccc2ccccc2c1	0.6%	-1.6%	-3.7	-2.7%	-7.3%	0.2%	-0.6%	-15.4	2.4	-16.1	.
CC12CCC3(CO)COC(c4ccccc4O1)C2C3 (stereo unspecified)	-3.6%	1.3%	-0.8	-0.2%	-9.7%[15.4 µM]	1.1%	-0.2%	10.4	3.5	18.9	-7.0%
COC(=O)c1cc(C(=O)OC)cc(-n2c(C)cc(C(=O)COC(=O)CNS(=O)(=O)c3ccc(C)cc3)c2C)c1	-5.9%	.	-2.8	-6.7%	3.0%	-1.9%	0.0%	2.7	-0.5	3.9	0.9%
O=c1c2ccccc2nc(-c2ccc(Br)cc2)n1Cc1ccccc1	0.0%	-0.9%	4.0	15.5%	-12.5%	0.8%	0.3%	1.3	-19.2	2.6	1.4%
CCN(CC)CCCC(C)NC(=O)c1cccc(S(=O)(=O)N2CCc3ccccc32)c1 (stereo unspecified)	-0.3%	4.5%	-1.1	3.0%	-10.2%	1.1%	0.0%	-3.1	13.5	-5.2	6.8%
COC(=O)c1ccc(CSC2=NCCS2)cc1	3.9%	0.9%	0.3	?	2.5%	1.8%	-0.1%	0.8	0.3	7.2	8.4%
CS(=O)(=O)c1ccc(C2=C(c3ccccc3)C(=O)OC2)cc1	7.1%	.	-0.4	.	.	.	.	4.6	-9.7	2.9	.
CCCS(=O)(=O)c1nnnn1-c1cccc(OC)c1	?	-1.0%	1.9	?	7.9%	3.9%	-0.2%	-14.1	7.2	-8.0	-4.7%
COc1ccccc1Nc1nc(-c2sc(NC(=O)c3cccc(Cl)c3)nc2C)cs1	.	-2.8%	-0.2	?	10.7%	1.4%	0.5%	.	.	.	-5.6%
Cc1cccc(C)c1NC(=O)N1CCC(n2cnc3ccccc32)CC1	-0.8%	-2.4%	3.2	-5.5%	13.4%	1.5%	-0.4%	4.6	7.7	10.4	-7.3%
COC(=O)C(NC(=O)COc1ccccc1)(Nc1nc2c(s1)CCCC2)C(F)(F)F (stereo unspecified)	-0.9%	-3.1%	-8.8	?	1.0%	-6.2%	-0.2%	3.9	6.8	-8.3	1.3%
Cc1nn(-c2ccc(C(=O)O)cc2)c(N)c1-c1ccccc1	-3.7%	-1.8%	-2.7	?	-0.5%	-1.5%	0.1%	0.0	-6.0	?	-3.0%
c1ccc(-c2cn3c(n2)SCC3)cc1	10.8%	-0.3%	0.3	0.1%	10.1%	-1.7%	-1.2%	8.0	-5.7	22.2	2.7%
Cc1ccc(S(=O)(=O)N(C)CCCC(=O)N2CCCCC2)cc1	6.1%	-1.3%	-0.4	3.1%	8.6%	0.7%	-0.5%	0.9	-8.9	0.7	-0.5%
Cc1ccc(S(=O)(=O)Nc2cc(C(C)C)c(O)cc2C)cc1	-1.9%	-1.9%	-0.6	5.8%	-7.5%	1.8%	0.2%	9.6	2.1	7.7	-7.7%
Cc1c(NC(=O)CN2C(=O)c3ccccc3C2=O)c(=O)n(-c2ccccc2)n1C	5.5%	3.1%	3.0	11.7%	14.1%	0.8%	0.1%	-4.6	-4.8	7.6	3.1%
CS(=O)(=O)N1CCCC(C(=O)Nc2ccc(Br)cc2F)C1 (stereo unspecified)	0.3%	-0.5%	3.4	-3.9%	-13.1%	-1.0%	0.3%	-7.1	-12.2	18.1	-1.8%
Cc1c(N=Cc2ccc(O)c(Br)c2)cccc1[N+](=O)[O-]	1.6%	.	0.0	1.2%	5.5%	-0.1%	-0.3%	32.0	5.5	8.1	5.2%
COc1ccc(NC(=S)c2ccc(N(C)C)cc2)cc1	-2.0%	0.2%	-1.0	?	-3.3%	2.0%	-0.2%	-0.1	-3.7	-19.0	4.1%
O=C(Nc1ccc2c(c1)OCCO2)c1ccc2ccccc2n1	-8.6%	2.2%	-12.7	-27.6%	12.4%	3.5%	-0.1%	-0.8	-6.4	-26.5	-9.7%
O=C1S/C(=C\c2ccc(O)c([N+](=O)[O-])c2)C(=O)N1Cc1cccc([N+](=O)[O-])c1	1.5%	-9.1%	8.6	?	-8.9%	-12.8%	0.1%	1.8	-8.4	-81.5*	-1.2%
COc1ccc2nc(SCC(=O)Nc3ccccc3)[nH]c2c1	-4.8%	.	5.5	-4.9%	8.4%	0.8%	-0.9%	4.0	1.1	-10.5	9.9%
Cc1ccccc1C(=O)NCC(=O)OCC(=O)NC(C)C1CC2CCC1C2 (stereo unspecified)	-1.7%	.	.	5.2%	3.8%	1.5%	0.0%	12.2	5.8	-0.9	.
CN(C)C(CNC(=O)c1cccs1)c1cccnc1 (stereo unspecified)	-8.4%	-1.6%	4.6	1.0%	8.1%	1.8%	0.0%	-0.2	1.1	-4.0	-0.1%
O=C(c1cc2cc(Br)cc(Br)c2oc1=O)N1CCOCC1	1.1%	1.0%	-0.1	-1.5%	2.7%	-0.7%	-0.9%	7.1	8.8	15.7	0.0%
Cc1ccccc1-n1c(SCC(=O)Nc2ccccc2)nc2nc3c(cc2c1=O)CCCC3	-2.8%	-0.3%	-1.7	23.5%	6.0%	2.4%	4.8%	-9.0	-5.0	14.2	8.1%
COc1ccc(OC)c(-n2c(=S)[nH]c3c(sc(=S)n3-c3ccccc3C)c2=O)c1	-0.1%	4.7%	6.2	-0.9%	-5.9%	-5.4%	-0.1%	26.2	-13.6	-2.2	-1.6%
COc1ccccc1CCC(=O)OCC(=O)Nc1c(C)nn(-c2ccccc2)c1C	-4.1%	.	.	7.9%	-1.4%	0.2%	0.1%	-20.2	0.3	9.7	.
CCN(CC)S(=O)(=O)c1ccc(N2CCCCC2)c(C(=O)Nc2ccccc2N2CCOCC2)c1	-4.9%	0.8%	0.0	1.9%	-20.1%	3.1%	0.1%	-40.5	-35.7	-15.6	-3.2%
COc1ccc(N2C(=O)CSC2c2ccccc2F)c(OC)c1 (stereo unspecified)	-7.0%	.	1.8	-5.1%	2.6%	3.9%	0.0%	11.1	2.0	-14.3	.
Cc1cc(C(F)F)nn1CC(=O)Nc1cc([N+](=O)[O-])ccc1F	-1.0%	.	-2.0	?	5.6%	0.0%	-0.4%	-2.8	-5.4	5.6	9.0%
CCc1sc(C(=O)N2CCN(S(C)(=O)=O)CC2)cc1Br	.	-0.4%	4.6	-13.2%	-4.0%	1.4%	-0.4%	8.1	0.2	7.4	-9.0%
COc1ccc(CNC(=O)COC(=O)C2CCN(S(=O)(=O)c3ccccc3C(F)(F)F)CC2)cc1	0.3%	1.8%	-1.5	0.5%	1.7%	-0.3%	-0.4%	-14.9	-7.6	14.6	-5.8%
COC(=O)[C@H]1[C@@H](C)N(Cc2ccccc2)C(=O)N[C@H]1c1cccc(C(F)(F)F)c1	0.1%	.	1.4	.	.	.	.	-5.6	-13.1	-9.1	-5.1%[11.5 µM]

Some of the entries above in a different format:
The line under a structure holds: uPA surface inh | GALK inh | FBPA coupling cs | Chronic BCR inh | Eya2 inh | USP2a inh | B2AR arrestin | KCNH2 3.1 block | hERG WT inh | Giardia kill | PKM2 activator
> COC(=O)[C@H]1[C@@H](C)N(Cc2ccccc2)C(=O)N[C@H]1c1cccc(C(F)(F)F)c1
 : 0.1% | . | 1.4 | . | . | . | . | -5.6 | -13.1 | -9.1 | -5.1%[11.5 µM]
> CCN(CC)S(=O)(=O)c1ccc(N2CCCCC2)c(C(=O)Nc2ccccc2N2CCOCC2)c1
 : -4.9% | 0.8% | 0.0 | 1.9% | -20.1% | 3.1% | 0.1% | -40.5 | -35.7 | -15.6 | -3.2%

Screens (PubChem)
